High-throughput results: PubChem BioAssay, The Scripps Research Institute Molecular Screening Center
M1 antag = human CHRM1 antagonism. AID 588852. inhibition, % at 3 µM. actives 1.3% (n = 360,000). P11229. CHO-K1 hM1, Fluo-8 calcium fluorescence, ACh EC80 antagonist;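 active means percent inhibition above its own plate's cutoff, namely the mean of that plate's compound wells plus 3 SD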;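 further: peak over basal fluorescence ratio during 140 s after agonist addition; 0% = ACh EC80 plus DMSO and 100% = DMSO alone without agonist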
Target sequence (P11229 whole entry, looked up): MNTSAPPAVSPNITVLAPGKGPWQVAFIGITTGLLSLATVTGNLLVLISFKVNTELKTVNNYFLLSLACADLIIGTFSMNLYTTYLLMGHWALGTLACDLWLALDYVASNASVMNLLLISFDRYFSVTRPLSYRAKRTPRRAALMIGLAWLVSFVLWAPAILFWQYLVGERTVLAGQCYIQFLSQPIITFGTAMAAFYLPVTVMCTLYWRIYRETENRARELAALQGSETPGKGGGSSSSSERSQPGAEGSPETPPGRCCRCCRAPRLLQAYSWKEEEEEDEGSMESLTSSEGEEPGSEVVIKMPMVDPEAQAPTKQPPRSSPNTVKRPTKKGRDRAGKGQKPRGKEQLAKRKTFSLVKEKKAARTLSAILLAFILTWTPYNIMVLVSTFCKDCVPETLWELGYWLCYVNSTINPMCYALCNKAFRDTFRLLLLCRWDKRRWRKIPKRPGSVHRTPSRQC
M4 ag = CHRM4 agonism in calcium assay; activation, % at 3 µM; CHO-K1 hM4/Gqi5, Fluo-8 calcium fluorescence; vehicle 0%, full acetylcholine response 100%; P08173; actives 0.14% (n = 360,000);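 active means activation above the run mean over all test wells plus 3 SD, cut at about 32% in these data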;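 further: peak over basal fluorescence ratio per well then scaled between controls; 0% = DMSO wells and 100% = acetylcholine at EC100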
M5 antag = blocks acetylcholine activation of human M5 receptor | P08912 | CHO-hM5 cells, Fluo-8 calcium fluorescence, ACh EC80 | inhibition, % at 3 µM | actives 0.59% (n = 360,000) | AID 624040;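 active means inhibition above a per-plate cutoff, the mean of that plate's test compounds plus 3 SD, cut at about 27% in these data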;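 further: 0% = acetylcholine EC80 with DMSO and 100% = DMSO without agonist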
Target sequence (P08912 whole entry, looked up): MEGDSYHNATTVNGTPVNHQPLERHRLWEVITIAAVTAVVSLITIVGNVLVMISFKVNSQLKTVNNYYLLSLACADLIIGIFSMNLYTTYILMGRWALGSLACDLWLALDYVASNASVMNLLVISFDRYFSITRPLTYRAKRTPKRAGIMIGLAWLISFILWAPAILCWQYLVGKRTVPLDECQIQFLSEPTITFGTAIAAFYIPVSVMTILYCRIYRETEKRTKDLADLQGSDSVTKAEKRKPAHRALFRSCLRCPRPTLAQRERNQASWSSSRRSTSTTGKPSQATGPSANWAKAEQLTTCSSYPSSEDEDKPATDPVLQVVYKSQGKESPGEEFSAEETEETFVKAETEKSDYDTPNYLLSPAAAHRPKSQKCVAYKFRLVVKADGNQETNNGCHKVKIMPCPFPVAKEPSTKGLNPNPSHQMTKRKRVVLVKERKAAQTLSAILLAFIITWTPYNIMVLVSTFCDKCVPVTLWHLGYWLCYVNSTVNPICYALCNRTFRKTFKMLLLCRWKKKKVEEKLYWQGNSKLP
CHRM1 PAM = potentiates human M1 receptor response to acetylcholine; P11229; CHO-K1 hM1, Fluo-8 calcium fluorescence, ACh EC20; 0% = ACh EC20, 100% = maximal ACh; activation, % at 3 µM; actives 0.088% (n = 360,000); in the data active means activation above about 19%, passing the limit was not always enough
M5 PAM = CHRM5 positive allosteric modulation | P08912 | actives 0.3% (n = 360,000) | CHO-K1 hM5, Fluo-8 calcium, ACh EC20 PAM; 0% = ACh EC20, 100% = ACh EC100 | AID 624038 | activation, % at 3 µM;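 active means activation above the run cutoff, the mean activation of all test compounds plus 3 SD, cut at about 18% in these data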
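Measured by: Fluo-8 calcium fluorescence; material: human M5 receptor in CHO-K1 cells; schedule: Post-acetylcholine fluorescence recording 140 s; benchmarks: low control EC20 acetylcholine (0%), high control EC100 acetylcholine (100%); read-out: Max/basal fluorescence ratio as % of EC20–EC100 ACh window; compound: single dose, 3 µM nominal final test concentration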
TAAR1 ag = agonists of human TAAR1. CHO RD-HGA16 TAAR1, Fluo-8 calcium fluorescence; vehicle wells 0%, saturating PEA agonist 100%. activation, % at 3 µM. Q96RJ0. actives 0.99% (n = 360,000);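 active means activation above the mean activation of all test compounds in the run plus 3 SD, cut at about 38% in these data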
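Signal – calcium-sensitive Fluo-8 signal, excitation 470-495, emission 515-575 nm · System – RD-HGA16 (CHO) cells co-expressing Gα16 and hTAAR1 · Incubation – 17-24 h seeding, 75 min 37 °C dye, 30 min RT · Compound dosing – 3 µM single concentration · Repeats – no replicates (n 1)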
M1 ag = human M1 muscarinic receptor agonism; P11229; CHO-K1 hM1, Fluo-8 calcium fluorescence, agonist mode; 0% DMSO, 100% acetylcholine EC100; activation, % at 3 µM; actives 0.33% (n = 360,000); AID 588814;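 active means activation above the run's mean compound activation plus 3 SD, cut at about 16% in these data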;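 further: peak over basal fluorescence ratio within a 140 s kinetic read after compound addition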
M5 ag = CHRM5 agonism in calcium assay; activation, % at 3 µM; actives 0.19% (n = 360,000); CHO-K1 hM5 cells, Fluo-8 calcium fluorescence; 0% DMSO wells, 100% maximal acetylcholine response;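 active means activation above the run's mean over test compounds plus 3 SD, cut at about 23% in these data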;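 further: signal is peak over basal fluorescence ratio across the kinetic read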
CHRM4 antagonist = blocks acetylcholine activation of human M4 receptor; P08173; CHO-hM4 cells, ACh EC80, Fluo-8 calcium fluorescence; inhibition, % at 3 µM; actives 0.73% (n = 360,000); AID 624125;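 active means inhibition above its plate's cutoff, the mean inhibition of sample wells plus 3 SD, cut at about 27% in these data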;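 further: 0% = acetylcholine EC80 with DMSO and 100% = DMSO without agonist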
* hit, by the source's call; x = no result given. Only part of the results is shown. The share of hits here may be higher or lower than overall.

SMILES	M1 antag	M4 ag	M5 antag	CHRM1 PAM	M5 PAM	TAAR1 ag	M1 ag	M5 ag	CHRM4 antagonist
COc1ccc2oc(C(=O)OC(C)C(=O)N3C(C)CCCC3C)c(C)c2c1 (stereo not drawn)	1.9	8.8	10.9	-7.4	-8.2	1.5	-3.8	3.1	-2.7
CCOc1c2ccc(C(=O)N[C@H](C)C3CCCCC3)cc2nn1CCOC	-4.6	3.5	10.5	11.5	-6.7	1.6	1.4	2.1	-5.6
Cc1ccc(-c2nnn(CC(=O)N(Cc3ccco3)C(C(=O)NC(C)(C)C)c3cccs3)n2)o1 (stereo not drawn)	-5.3	1.6	15.5	0.5	-7.7	0.2	-6.2	-3.3	-8.2
CN1CCN(Cc2ccc(OCc3ccccc3)cc2)CC1	7.9	2.6	9.5	-6.7	-3.3	3.3	-7.8	-4.7	12.2
N#CCCn1cc(C(CC(=O)c2ccc(Br)cc2)C(=O)O)c2ccccc21 (stereo not drawn)	-2.0	0.1	9.4	2.8	-3.3	x	-2.5	1.5	-13.6
C=C(C)C(=O)N1CC2(CC(c3cccc(NC(=O)/C(C)=C\C)c3)=NO2)C[C@H]1C(N)=O (stereo partly drawn)	1.1	1.2	4.5	12.9	4.5	6.6	-0.7	1.8	-3.0
O=C(COC(=O)c1ccc(Br)o1)NCc1ccc2c(c1)OCO2	-5.7	0.5	-2.2	7.9	1.6	0.5	-3.6	-0.1	7.8
CC(C)Oc1ccc(C(=O)Nc2ccc(N3CCN(C(=O)c4ccco4)CC3)cc2)cc1	-4.7	17.2	2.0	13.4	-1.5	11.8	2.4	3.6	-3.3
COCCn1c(SCC(=O)Nc2ccccc2)nnc1-c1ccoc1C	-10.2	1.1	6.5	11.0	0.5	4.0	-2.3	-1.6	8.4
CC(=O)CSc1nnc(-c2ccc(S(=O)(=O)N3CCCC3)cc2)n1C	-10.2	0.7	6.7	10.6	0.0	-1.6	-5.3	-2.1	-7.9

3 entries out of the list, sorted by length of the SMILES, rising:
SMILES	M1 antag	M4 ag	M5 antag	CHRM1 PAM	M5 PAM	TAAR1 ag	M1 ag	M5 ag	CHRM4 antagonist
O=C(COC(=O)c1ccc(Br)o1)NCc1ccc2c(c1)OCO2	-5.7	0.5	-2.2	7.9	1.6	0.5	-3.6	-0.1	7.8
CC(C)Oc1ccc(C(=O)Nc2ccc(N3CCN(C(=O)c4ccco4)CC3)cc2)cc1	-4.7	17.2	2.0	13.4	-1.5	11.8	2.4	3.6	-3.3
Cc1ccc(-c2nnn(CC(=O)N(Cc3ccco3)C(C(=O)NC(C)(C)C)c3cccs3)n2)o1 (stereo not drawn)	-5.3	1.6	15.5	0.5	-7.7	0.2	-6.2	-3.3	-8.2

The listing continues.
SMILES	M1 antag	M4 ag	M5 antag	CHRM1 PAM	M5 PAM	TAAR1 ag	M1 ag	M5 ag	CHRM4 antagonist
COc1ccccc1NC(=O)Cn1cc(C(=O)c2ccco2)c2ccccc21	4.4	7.0	17.0	-4.4	-10.5	2.0	-2.0	-0.6	2.8
COC(=O)C(C)Nc1cccc(Br)c1 (stereo not drawn)	-10.7	0.3	-2.9	6.5	1.2	1.9	-4.8	-7.1	0.6
O=C(CN1CCN(S(=O)(=O)c2ccc(Br)cc2)CC1)N/N=C/c1ccncc1	7.3	2.2	3.0	-2.3	-7.0	0.9	-4.2	-4.0	-6.3
CSc1ccc(CN(C)C(=O)C23CC4CC(CC(Cl)(C4)C2)C3)cc1	2.4	5.0	-3.5	1.5	-4.2	2.9	-4.2	1.2	10.4
CCOC(=O)c1ccc(NC(=O)c2nc[nH]c2C(=O)NCCCCNC(=O)c2[nH]cnc2C(=O)Nc2ccc(C(=O)OCC)cc2)cc1	-10.0	0.9	15.1	3.4	2.4	4.8	-3.8	-2.1	21.0
CN1CCN(C(=O)/C(=C/c2cccnc2)NC(=O)c2cccc(Br)c2)CC1	-11.0	1.6	19.8	9.1	-3.1	3.2	-5.7	-0.2	4.7
CCc1cc2c(=O)[nH]c(N3CCOCC3)nc2s1	-19.2	0.5	-6.0	-0.3	6.5	8.4	-2.4	1.9	5.3
Cc1ccccc1Nc1nc(N)nc(COC(=O)CCS(=O)(=O)c2ccc(Cl)cc2)n1	-5.4	4.8	5.6	2.8	-4.9	4.2	-1.4	-0.2	1.5
O=C(O)CSCNC(=O)C12CC3CC(CC(C3)C1)C2	1.0	1.2	1.4	6.5	5.6	14.0	-4.2	-0.1	4.2
COc1ccc(NC(=O)CCC(=O)Nc2nnc(C3CCCCC3)s2)c(OC)c1	-13.2	0.5	-2.3	4.8	-0.5	0.5	-2.8	-0.7	2.4
O=c1c2cc(Br)ccc2nc(-c2ccccc2)n1O	-8.9	-0.3	1.2	6.2	0.9	-0.6	-4.0	0.6	3.6
Cc1nc2sc3c(=O)[nH]nnc3c2c(C)c1Br	-4.5	0.0	-4.0	9.9	7.4	1.8	1.0	-2.1	-3.5
O=C(NC1CCS(=O)(=O)C1)c1sc2ccccc2c1Cl (stereo not drawn)	-1.4	1.5	-3.2	5.5	-2.3	2.3	-10.8	-4.2	-1.9
O=C(CSc1nc2[nH]ncc2c(=O)[nH]1)Nc1ccc(F)cc1	-2.2	1.1	-14.3	3.4	6.3	1.7	-1.4	-5.5	-16.2
Oc1ccc(Cl)cc1Nc1nc(NCC2CCCO2)c2ccccc2n1 (stereo not drawn)	20.2	19.9	17.0	-14.7	-20.5	17.8	-3.7	3.9	16.4
Cc1ccc(S(=O)(=O)N2CC3C(=O)C[C@@H](c4ccccc4)N(S(=O)(=O)c4ccc(CCCOCCOCCNC(=O)OC(C)(C)C)cc4)C3CC2c2ccccc2)cc1 (stereo partly drawn)	x	4.2	3.0	x	0.5	0.4	x	0.8	14.0
O=C1C=C(c2cccc(CO)c2)C[C@@H](c2ccc(F)cc2)C1	-1.5	4.3	1.7	1.2	3.8	3.6	-0.5	1.8	2.5
Cc1cc([N+](=O)[O-])nn1CC(=O)Nc1cnc2ccccc2c1	-2.1	2.3	2.8	4.9	2.1	4.8	-1.0	-1.1	-0.4
COc1cc(NC(=O)Nc2cccn3nc(COCCO)nc23)cc(OC)c1OC	-20.0	1.4	-9.0	16.0	1.5	2.2	4.4	0.2	-12.0
Cc1ccc(CN2CCN(C(=O)CCC(=O)Nc3nnc(C(C)C)s3)CC2)c(C)c1	8.3	6.2	-3.0	-16.8	-2.8	0.3	-3.8	-1.7	-12.1
COc1ccccc1OCCCCn1ncc2ccc(OC)c(OC)c2c1=O	-10.1	9.0	6.8	13.7	-2.8	1.9	-6.0	1.0	6.2
Cc1ccc(NC(=O)C(=Cc2ccc(C(=O)O)cc2)C(=O)Nc2ccc(C)cc2C)c(C)c1	-10.5	1.0	-6.8	7.2	-1.2	x	-2.6	7.8	-11.4
Cn1c(CC(=O)Nc2ccccc2)c(Sc2ccccc2)c2ccccc21	-8.9	0.4	-5.4	1.0	1.4	2.3	-6.3	-1.9	-4.2
O=C(N/N=C/c1cccc([N+](=O)[O-])c1)c1ccc2nc[nH]c2c1	5.7	5.9	0.8	0.1	-11.1	6.2	-0.6	-2.7	1.4
CCCCn1nnc(NC(=O)c2ccco2)n1	-1.2	0.0	-3.8	2.6	-1.9	4.5	-2.1	-1.2	-4.2
Cc1ccc(S(=O)(=O)C2CCOC2=O)cc1 (stereo not drawn)	-11.5	0.1	-3.4	8.7	7.8	7.6	-3.2	-6.9	-0.6
CCN1C(=O)N[C@@H](c2ccccc2)[C@@H](C(=O)OC)[C@H]1C	-4.3	1.1	1.3	4.4	3.3	2.9	-4.1	2.5	-1.5
CCN(CC)S(=O)(=O)c1ccc(C(=O)Nc2cc(S(=O)(=O)N3CCOCC3)ccc2O)cc1	-8.1	0.2	8.8	8.3	0.2	21.1	-3.3	3.0	2.8
COc1ccccc1-n1c(C)nc2cc(C(=O)O)ccc21	12.1	1.2	4.9	-5.3	18.8*	0.1	-0.6	1.4	19.2
O=C(COC(=O)COc1ccc(Br)cc1)NNC(=O)c1ccccc1	5.4	1.1	-1.9	6.5	-1.1	-0.1	-1.3	0.1	9.3
O=C(NCCS(=O)(=O)N1CCN(c2ccc(F)cc2)CC1)c1ccco1	-10.6	1.0	-3.4	1.1	4.4	-0.5	-1.4	0.0	-7.7
Cc1ccc(NC(=O)CS(=O)c2ccccc2N)c(C)c1 (stereo not drawn)	-6.5	0.1	-6.5	4.7	9.9	-1.0	-2.5	-1.8	-1.8
COc1ccc(N2CC(C(=O)N[C@@H](C)C(=O)NC3CCCCC3)CC2=O)cc1 (stereo partly drawn)	-15.1	0.5	4.6	9.9	5.7	-0.3	-3.2	-4.2	-9.8
CCN(c1ccc2c(c1)OCO2)S(=O)(=O)c1cc(Br)cc2c1N(C(C)=O)CC2	-2.6	-0.7	-0.5	2.0	0.1	0.3	-3.1	0.1	5.2
COc1cccc(NC(=O)CN(c2ccccc2OC)S(=O)(=O)c2cccs2)c1	-4.1	10.7	13.9	9.2	-20.8	6.8	-3.2	-1.2	1.9
CC(C)CNC(=O)C1CCCN(C(=O)NCc2ccccc2)C1 (stereo not drawn)	1.1	0.7	10.1	-10.6	3.8	6.1	-6.1	0.4	7.1
C[C@]12c3[nH]c4ccccc4c3CCN1C(=O)C(CC(=O)NCCc1ccccn1)C[C@@H]2C(=O)N1CCOCC1 (stereo partly drawn)	-7.7	0.6	-1.6	5.0	-0.1	3.9	-2.6	-0.1	-3.7
N#Cc1ccccc1OCC(=O)N1CCN(S(=O)(=O)c2ccc(Cl)cc2)CC1	14.1	7.7	7.6	-7.8	-2.1	5.3	0.3	-1.0	8.4
COc1ccc(/C=C/C(=O)NC(=S)NNC(=O)c2cnccn2)cc1	-4.6	0.0	-1.0	3.3	-1.4	0.4	-1.9	1.4	2.3
CN1CCC(N(C)C(=O)c2cc(=O)c3ccccc3o2)CC1	-13.5	2.4	7.7	12.9	0.1	0.2	-5.0	-2.0	0.5
COc1ccc(CNC(=O)CN(C(=O)c2csnn2)c2ccc3c(c2)OCCO3)cc1	-4.0	4.4	2.5	12.0	0.9	-1.1	-2.8	1.4	5.5
Cc1cccc(N(C)C(=O)c2cc(S(=O)(=O)N3CCCCC3)c[nH]2)c1	3.8	3.4	1.0	-2.0	-2.9	1.9	-4.4	2.8	-8.8
Cc1onc(-c2c(F)cccc2Cl)c1C(=O)N=C(N)N1CCCC1	-11.2	0.4	-5.6	2.3	3.3	1.5	-4.5	-12.2	-2.3
CCOCC(=O)Nc1nnc(COc2ccc(Cl)cc2)s1	-2.9	1.9	0.1	4.5	-1.1	2.5	-0.8	-1.0	2.8
O=C(COC(=O)c1cccc(Br)c1)NCc1ccco1	-4.8	1.2	9.3	5.3	0.0	4.1	-2.5	0.7	-5.5
Cc1cc(N2C(=O)c3ccccc3C2=O)n(C)n1	-17.2	-0.1	11.9	11.4	4.4	1.9	-3.6	-1.9	-8.9
C/C(=N\NC(=O)c1cc2ccccc2cc1O)c1cc2ccccc2o1	-12.2	1.4	2.6	3.0	1.7	18.9	1.6	6.0	2.7
CCCC(=O)n1nc(-c2ccco2)nc1N	-7.6	0.6	-6.5	10.4	2.7	1.8	-1.9	-1.1	1.8
